RGS4 act – RGS4 potentiators or activators, primary screen, cell-based, HEK293 M3R inducible RGS4, calcium flux | hit rate 0.92% among 310,000 | B-score at 10 µM | AID 463111, 2010 | carbachol calcium flux Fluo4; stronger effect = lower value;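 active means B-score of the integrated calcium signal more than 4 SD below the library mean, with starting fluorescence not abnormally high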;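 further: negative B-score means reduced calcium response which marks RGS4 activation or potentiation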
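Detection: kinetic calcium fluorescence imaging with Fluo4-AM dye, 2 µM / Material: HEK293 cells with stable M3R and inducible RGS4 / Schedule: recording 10 s baseline at 1 Hz, 100 s post-agonist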
KCNQ1 inh – inhibitors of human KCNQ1 channel, primary screen, cell-based, thallium flux, high-throughput; B-score at 10 µM; Potassium voltage-gated channel subfamily KQT member 1 (Homo sapiens), P51787; AID 2642, 2010; CHO-K1 KCNQ1, FluxOR thallium flux fluorescence; stronger effect = higher value; hit rate 1.3% among 310,000;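 active means compounds whose thallium flux B-score, printed positive for inhibition, exceeds three library SD while starting fluorescence stays within three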;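 further: channel opened by potassium depolarization with thallium stimulus after 20 min compound exposure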
ANO1 block – TMEM16A chloride channel inhibitors, primary screen, cell-based, HTS; HEK293 TMEM16A/YFP iodide influx fluorescence, ionomycin; hit rate 1.2% among 310,000; AID 588511, 2011; normalized B-score (activity score, 25-100; higher = stronger inhibition) at 10 µM;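 active means ratio plate-corrected score three or more library SD toward inhibition, starting fluorescence score within five deviations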;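 further: score derived from kinetic fluorescence span divided by baseline fluorescence per well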
TMEM16A act – TMEM16A chloride channel activators or potentiators, primary screen, cell-based, HTS. HEK293 TMEM16A/YFP-H148Q/I152L, iodide quench fluorescence; stronger effect = lower value. B-score at 10 µM. AID 623877, 2012. Anoctamin-1 (Mus musculus), Q8BHY3. hit rate 0.3% among 340,000;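 active means fluorescence-ratio B-score plate-corrected deviation score at least 3 library SD below zero, with starting fluorescence score within 5 deviations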;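 further: channel opened by trigger with iodide after compound preincubation; score built on the fluorescence ratio of max minus min over baseline; more negative score means more quench and so TMEM16A activation or potentiation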
KCNK9 block – KCNK9 potassium channel inhibitors, primary screen, HEK293 cells, thallium flux. Potassium channel subfamily K member 9 (Homo sapiens), Q9NPC2. FluxOR thallium flux fluorescence; stronger effect = lower value. B-score at 10 µM. hit rate 1.2% among 310,000. AID 488922, 2010;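 active means ratio B-score over 3 SD below the library mean, with starting fluorescence within 5 SD of its mean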;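 further: negative B-score means less thallium flux so channel inhibition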
Target sequence (Q9NPC2 whole entry, looked up): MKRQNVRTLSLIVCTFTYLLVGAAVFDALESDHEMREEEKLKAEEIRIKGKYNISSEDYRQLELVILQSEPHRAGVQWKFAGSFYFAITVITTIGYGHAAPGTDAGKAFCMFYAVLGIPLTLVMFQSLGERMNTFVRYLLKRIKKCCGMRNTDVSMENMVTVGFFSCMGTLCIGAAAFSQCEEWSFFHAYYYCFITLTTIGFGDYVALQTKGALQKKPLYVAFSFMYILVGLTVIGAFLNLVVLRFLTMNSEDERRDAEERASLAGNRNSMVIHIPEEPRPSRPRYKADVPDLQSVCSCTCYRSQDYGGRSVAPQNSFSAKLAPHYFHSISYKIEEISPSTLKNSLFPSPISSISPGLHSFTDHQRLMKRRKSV
KCNK3 inh – human KCNK3 channel inhibitors, primary screen, CHO cells, FluxOR thallium flux, B-score; Potassium channel subfamily K member 3 (Homo sapiens), O14649; FluxOR fluorescence; stronger effect = lower value; B-score at 10 µM; hit rate 0.84% among 340,000; AID 602410, 2012;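 active means B-score under library mean minus 4 SD, starting fluorescence ratio at most library mean plus 5 SD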;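 further: more negative B-score means stronger inhibition of thallium flux through KCNK3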
Target sequence (O14649 whole entry, looked up): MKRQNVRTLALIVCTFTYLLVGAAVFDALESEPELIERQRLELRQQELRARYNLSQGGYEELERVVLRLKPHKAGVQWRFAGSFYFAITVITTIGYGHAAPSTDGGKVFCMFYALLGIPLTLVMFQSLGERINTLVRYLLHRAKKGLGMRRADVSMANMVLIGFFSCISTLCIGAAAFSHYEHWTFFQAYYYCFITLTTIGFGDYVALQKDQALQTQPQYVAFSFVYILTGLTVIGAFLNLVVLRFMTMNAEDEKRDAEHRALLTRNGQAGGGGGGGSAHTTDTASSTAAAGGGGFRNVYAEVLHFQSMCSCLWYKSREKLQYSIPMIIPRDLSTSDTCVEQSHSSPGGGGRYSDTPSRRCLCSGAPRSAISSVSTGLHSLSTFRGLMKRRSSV
RGS4 inh – RGS4 inhibitors, primary screen, cell-based, HEK293 M3R inducible RGS4, calcium flux. hit rate 0.45% among 310,000. Fluo-4 calcium flux; stronger effect = higher value; triggered by carbachol at its EC20. B-score at 10 µM. Regulator of G-protein signaling 4 (Homo sapiens), P49798;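 active means B-score, a plate-corrected calcium signal, over three deviations above library mean, with baseline fluorescence within five deviations of library mean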;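 further: RGS4 expression induced by doxycycline in cells with stable M3 receptor; B-score is computed from the integrated fluorescence ratio over baseline after carbachol; higher B-score means a larger calcium signal and so more RGS4 inhibition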
Target sequence (P49798 whole entry, looked up): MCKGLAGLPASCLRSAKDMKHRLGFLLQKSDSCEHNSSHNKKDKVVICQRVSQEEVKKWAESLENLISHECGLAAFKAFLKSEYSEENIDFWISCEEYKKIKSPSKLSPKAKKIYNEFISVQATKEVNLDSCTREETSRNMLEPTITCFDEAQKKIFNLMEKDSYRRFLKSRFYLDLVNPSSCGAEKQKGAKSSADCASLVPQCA
hERG rescue – hERG rescue from dofetilide block, primary screen, cell-based, CHO-hERG, FluxOR thallium flux, dofetilide IC70; Voltage-gated inwardly rectifying potassium channel KCNH2 (Homo sapiens), Q12809; dofetilide IC70 present; activation (rescue from dofetilide block), less the hit threshold, % at 10 µM; hit rate 0.51% among 310,000; AID 1511, 2009;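 active means activation above the mean of controls blocked by dofetilide plus 5 SD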;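 further: thallium influx through hERG after potassium depolarization seen as dye fluorescence rise; in these data hits start at about 4.7%; inactives centre near -7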
SKKanGAS inh – S. pyogenes SKKanGAS growth inhibitors in kanamycin, primary screen, streptokinase expression inhibitor project, SKKanGAS strain, BacTiter-Glo luminescence. 6 h. inhibition, % at 7.5 µM. hit rate 1.3% among 300,000;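 active means mean replicate score, as percent of positive control median, at least 50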;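 further: strain carries kanamycin resistance gene driven by streptokinase promoter and grows in 40 µg/ml kanamycin; loss of luminescence reflects streptokinase promoter inhibition or plain growth inhibition; 0% = median of DMSO wells and 100% = positive control at its reference dose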
KCNQ1 pot – potentiators or activators of KCNQ1 channel, primary screen, cell-based, thallium flux, high-throughput; Potassium voltage-gated channel subfamily KQT member 1 (Homo sapiens), P51787; CHO-K1 KCNQ1, thallium flux FluxOR fluorescence; stronger effect = higher value; B-score at 10 µM; hit rate 0.35% among 310,000; AID 2648, 2010;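 active means fluorescence ratio B-score, a plate-corrected score, at least three library SD, with initial intensity B-score within 5 SD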
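Assay system: CHO-K1 cells stably expressing KCNQ1. Medium: assay buffer for compound exposure, DMSO matched across wells. Timing: 37 °C overnight plating, 90-min dark dye load, 20-min compound pretreatment. Signal: kinetic FluxOR fluorescence, 10 s baseline plus 110 s post-stimulus.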
HDAC3 inh – HDAC3 deacetylase inhibitors, primary screen, biochemical, fluorescence, cell-free homogeneous. Histone deacetylase 3 (Homo sapiens), O15379. recombinant HDAC3, fluorogenic peptide/trypsin coupled. inhibition, % at 8.3 µM. hit rate 0.15% among 320,000. AID 2718, 2010; in the data active means inhibition above about 26%, passing the limit was not always enough
Starred values were filed as active, the others as inactive; i = inactive; . = no result given.

SMILES | RGS4 act | KCNQ1 inh | ANO1 block | TMEM16A act | KCNK9 block | KCNK3 inh | RGS4 inh | hERG rescue | SKKanGAS inh | KCNQ1 pot | HDAC3 inh
CCCCN(C(=O)C1CC1)C1CCS(=O)(=O)C1 (configuration not stated) | i | i | i | i | i | i | i | -11 | -6 | i | -1
CSc1cccc(N=C2C(=O)Nc3ccccc32)c1 | i | i | i | i | i | i | 16* | -9 | 1 | i | 1
CCOC(=O)N1CCN(C(=O)c2cn(CC)c3ccc(S(=O)(=O)N4CCCCC4)cc3c2=O)CC1 | i | i | i | i | i | i | i | -10 | -1 | i | -1
CCc1ccc(C(=O)COC(=O)c2cccs2)cc1 | i | i | i | i | i | i | i | -7 | 4 | i | 2
Cc1ccc2cc3c(NC(=O)c4ccco4)nn(CC(C)C)c3nc2c1 | i | i | i | i | i | i | i | -3 | -9 | i | -9
CCN(CC)C(=O)CSc1nc2cc3c(cc2c(=O)n1CCCC(=O)NCCc1ccc(OC)c(OC)c1)OCO3 | i | i | i | i | i | i | i | -10 | 1 | i | -4
CCCCN(C)C(=O)CCCc1c[nH]c2ccccc12 | i | i | i | i | -7.8* | i | i | -9 | -7 | i | -5
O=C(CC(C(=O)O)C1CCCO1)NCCc1ccc2c(c1)OCO2 (configuration not stated) | i | i | i | i | i | i | i | -5 | 2 | i | 6
Cc1nc2scc(-c3cccs3)c2c(=O)o1 | i | i | i | i | i | i | i | -12 | -11 | i | 3
COc1ccc(N2C(=O)c3ccccc3NC2c2ccc(OC)c(Cn3cc([N+](=O)[O-])cn3)c2)cc1 (configuration not stated) | i | i | i | i | i | i | i | -11 | -1 | i | 3
CCCOC(=O)/C(C)=N\NC(=O)c1ccco1 | i | i | i | i | i | i | i | -8 | 1 | i | 3
O=C(CCC(=O)Nc1ccccc1Cl)NNS(=O)(=O)c1ccc(Cl)cc1 | i | i | i | i | i | i | i | -13 | . | i | 11
COc1ccc(CNC(=O)C2CCN(S(=O)(=O)c3ccc4c(c3)CC(C)N4C(C)=O)CC2)cc1 (configuration not stated) | i | i | i | i | i | i | i | -8 | -12 | i | 0
C=C1SC(=Nc2ccccc2Cl)N(C(=O)c2sc3ccccc3c2Cl)C1(C)C | i | i | i | i | i | i | i | 0 | 19 | i | 1
CCOCCCn1c(=NC(=O)c2ccco2)c(C(=O)OCC)cc2c(=O)n3cccc(C)c3nc21 | i | i | i | i | i | i | i | -26 | 12 | i | -154
CCOc1ccc(C(=O)NCC(=O)OC(C)C(=O)NCc2ccco2)cc1OCC (configuration not stated) | i | i | i | i | i | i | i | -6 | -12 | i | -8
O=C(O)/C=C\C(=O)Nc1ccc(Oc2ccc(Br)cc2)cc1 | i | i | i | i | i | i | i | -10 | 3 | i | 4
COc1ccc(C2=NCN(c3ccc(C)cc3)C(=S)N2)cc1 | i | i | i | i | i | i | i | 0 | -7 | i | -2
COc1ccc(CNC(=O)NC2CCCCC2)cc1 | i | i | i | i | i | i | i | -3 | 14 | i | 2
S=c1[nH]c(-c2ccccc2)cn1-c1ccccc1 | i | i | i | i | i | i | i | 1 | -5 | i | 12
Cc1ccc(C)c(-n2cc(CN3CCCN(C=O)CC3)c(-c3ccccc3)n2)c1 | i | i | i | i | i | i | i | -6 | -5 | i | -4
Cc1ccc(-n2c(C)nnc2SC(C)C(=O)N2CCCC2)cc1 (configuration not stated) | i | i | i | i | i | i | i | -9 | -4 | i | -4
COc1ccccc1-n1cnc2cc(NC(C)=O)ccc21 | i | i | i | i | i | i | i | -4 | 0 | i | -6
Cc1c(C)[n+](=O)c2c(n1[O-])CCCCC2 | i | i | i | i | i | i | i | -7 | 2 | i | -1
CC(C)CC(NC(=O)C(NC(=O)C1CCC(=O)N1C(=O)OCc1ccccc1)C(C)C)C(=O)N1CCCC1C(N)=O (configuration not stated) | i | i | i | i | i | i | i | -5 | -1 | i | -4

(list continues)
SMILES | RGS4 act | KCNQ1 inh | ANO1 block | TMEM16A act | KCNK9 block | KCNK3 inh | RGS4 inh | hERG rescue | SKKanGAS inh | KCNQ1 pot | HDAC3 inh
COC(=O)C1=NN(c2ccccc2OC)C2C(=O)N(c3ccccc3OC)C(=O)C12 (configuration not stated) | i | i | i | i | i | i | i | -5 | 2 | i | 3
O=C(CNC(=O)/C=C/c1ccccc1)N=Nc1c(O)n(Cc2ccccc2)c2ccccc12 | i | i | i | . | i | . | i | -13 | 18 | i | -8
Cc1c(N=Cc2cc3c(cc2[N+](=O)[O-])OCO3)cccc1[N+](=O)[O-] | i | i | i | i | i | i | i | -6 | 6 | i | 4
CC(C)n1c(O)c(N=NC(=O)C2COc3ccccc3O2)c2ccccc21 (configuration not stated) | i | i | i | i | i | i | i | 23* | -13 | i | 3
Cc1ccc(Cl)c(OCC(=O)Nc2ccc3c(c2)OCCO3)c1 | i | i | i | i | i | i | i | -11 | -2 | i | 7
COc1cc(S(=O)(=O)n2cnc(C)c2)ccc1Cl | i | i | i | i | i | i | i | -6 | -7 | i | 2
Clc1ccc(Nc2nc3ccccc3n3nnnc23)cc1 | i | i | i | i | i | i | i | -10 | -9 | i | 4
COc1ccc(C(=O)C[n+]2cccc(C(N)=O)c2)cc1 | i | i | i | i | i | i | i | -4 | 2 | i | -3
COc1cccc2c1OC1(CCN(C(C)C)CC1)N1N=C(c3cccnc3)CC21 (configuration not stated) | i | i | i | i | i | i | i | -7 | 1 | i | 4
O=C(Nc1cc(Cl)ccc1Oc1ccccc1)c1ccccc1F | i | 6* | i | i | i | i | i | -5 | -3 | i | 0
COc1cc(NC(=O)CCc2nnc3ccc(N4CCN(C)CC4)nn23)cc(OC)c1 | i | i | i | i | i | i | i | -5 | 8 | i | -1
CCn1c(=O)c(-c2nc3ccccc3[nH]2)c(O)c2ccccc21 | i | i | i | . | i | . | i | -7 | 14 | i | -6
CNC(=O)c1[nH]cnc1C(=O)Nc1ccc(F)cc1 | i | i | i | i | i | i | i | -3 | 6 | i | 1
CC(=O)N/C(=C\c1ccc(F)cc1)C(=O)OCc1ccccc1 | i | i | i | i | i | i | i | -5 | -4 | i | -8
COc1ccc(NC2C=CS(=O)(=O)C2)cc1 (configuration not stated) | i | i | i | i | i | i | i | -14 | 7 | i | 1
Cc1cc(NC(=O)CCC(=O)N(CCc2ccccc2)C(C(=O)NC2CCCC2)c2ccco2)no1 (configuration not stated) | i | i | i | i | i | i | i | -3 | 0 | i | -1
Cc1ccccc1NC(=O)C1c2ccccc2Oc2ccccc21 | i | i | i | i | i | i | i | -4 | 9 | i | -5
CCCC(=O)Nc1nnc(SCC(=O)Nc2ccc3c(c2)OCCO3)s1 | i | i | i | i | i | i | i | -20 | 1 | i | 7
Oc1[nH]c2ccccc2c1/C=N/N1CCCCC1 | i | i | i | i | i | i | i | -11 | 0 | i | 0
Cc1ccc(OCC(=O)N2CCN(S(=O)(=O)c3ccccc3[N+](=O)[O-])CC2)cc1 | i | i | i | i | i | i | i | -2 | -10 | i | -5
CC(C)(O)/C=C1/Oc2ccccc2C1N1CCCCC1 (configuration not stated) | i | i | i | i | i | i | i | -8 | 5 | i | 1
COCCCn1c(SCC(=O)O)nc2cc(OC)c(OC)cc2c1=N | i | i | i | i | i | i | i | -8 | -5 | i | -3
CCn1c(=O)c(=O)[nH]c2c(=O)oc3ccc(S(=O)(=O)Nc4ccccc4)cc3c21 | i | i | i | i | i | i | i | -12 | 16 | i | -6
O=C(O)/C(=C1\OC(=O)c2ccccc21)c1ccccc1 | i | i | i | i | i | i | i | -11 | 3 | i | 9
CC(=O)Nc1sc2c(c1C#N)CCN(Cc1ccccc1)C2 | i | i | i | i | i | i | i | -3 | 4 | i | -1

4 structures already listed, sorted by length of the SMILES, ascending:
SMILES | RGS4 act | KCNQ1 inh | ANO1 block | TMEM16A act | KCNK9 block | KCNK3 inh | RGS4 inh | hERG rescue | SKKanGAS inh | KCNQ1 pot | HDAC3 inh
Oc1[nH]c2ccccc2c1/C=N/N1CCCCC1 | i | i | i | i | i | i | i | -11 | 0 | i | 0
O=C(Nc1cc(Cl)ccc1Oc1ccccc1)c1ccccc1F | i | 6* | i | i | i | i | i | -5 | -3 | i | 0
O=C(O)/C(=C1\OC(=O)c2ccccc21)c1ccccc1 | i | i | i | i | i | i | i | -11 | 3 | i | 9
O=C(CNC(=O)/C=C/c1ccccc1)N=Nc1c(O)n(Cc2ccccc2)c2ccccc12 | i | i | i | . | i | . | i | -13 | 18 | i | -8

More entries:
SMILES | RGS4 act | KCNQ1 inh | ANO1 block | TMEM16A act | KCNK9 block | KCNK3 inh | RGS4 inh | hERG rescue | SKKanGAS inh | KCNQ1 pot | HDAC3 inh
CCc1ccccc1NC(=O)c1cccc(NC(=O)/C=C/c2ccco2)c1 | i | i | 25* | i | i | i | i | -2 | 10 | i | 7
Cc1cccc(C)c1N(CC(=O)NC1CCCCC1)C(=O)c1csnn1 | i | i | i | i | i | i | i | -2 | -4 | i | -6
COC(=O)c1ccc2c(=O)n(Cc3ccc(C(=O)NC(C)C)cc3)c(=S)[nH]c2c1 | i | i | i | i | i | i | i | -9 | 11 | i | -3
CCOc1cc(S(=O)(=O)NC2CC2)c(OCC)cc1-n1cnnn1 | i | i | i | i | i | i | i | -10 | 1 | i | -12
CCC(=O)N(Cc1ccc(S(N)(=O)=O)cc1)C1CC(=O)N(c2ccccc2)C1=O (configuration not stated) | i | i | i | i | i | i | i | -19 | -26 | i | 1
NS(=O)(=O)c1ccc(CCNC(=O)CCCCCn2c(=S)[nH]c3ccc(Br)cc3c2=O)cc1 | i | i | i | i | i | i | i | -30 | 5 | i | -17
CN(C)S(=O)(=O)N(CC(=O)NCCSCc1ccccc1)c1ccccc1 | i | i | i | i | i | i | i | -9 | -3 | i | 6

High-throughput results from PubChem BioAssay.

Rows were taken by chance (roughly 6.3% active in at least one column).
